Source: PubChem BioAssay (National Center for Advancing Translational Sciences (NCATS))
MCF10A rerep – A quantitative high throughput screen for small molecules that induce DNA re-replication in MCF 10a normal breast cells; AID 624296, 2012; MCF 10A DNA re-replication, Hoechst nuclear intensity, 48 h; Potency, µM (top dose mostly 46.1 µM), for inactives: at the top dose activity, positive = re-replication, actives largely listed as activators; hit rate 2.9% among 350,000; also: potency is read from the fitted curve at half-maximal effect; % of control where 0% means no effect; nearly all actives have a fitted effect of over 50% in size
TGFb SMAD3 inh – qHTS for Inhibitors of TGF-b; Potency, µM (titrated, usually from 46.1 µM), inactives show at the highest dose activity, negative = inhibition, actives largely listed as inhibitors; AID 588855, 2011; HepG2 CAGA-GFP TGF-b/SMAD3 reporter, GFP fluorescence, 18 h; TGF-beta stimulated, 500 pg/mL final; hit rate 1.2% among 410,000; also: potency is read from the fitted curve at half-maximal effect; % is scaled to controls: 0 for no effect and ±100 for the full control effect; nearly all actives have a fitted effect of over 65% in size
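HEPG2 CAGA-GFP cells (1000/well, DMEM with 1% FBS) were pre-incubated 2 h at 37 degrees C, given compound by pin tool, then stimulated with TGF-beta at 500 pg/mL final for 18 h before per-cell GFP fluorescence imaging.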
A549 tox – Nrf2 qHTS screen for inhibitors: counterscreen for cytotoxicity | A549 ARE-Fluc cells, CellTiter-Fluor viability, 18-24 h | Potency, µM (doses to about 46 µM), without a hit: at the highest dose activity change, negative = cytotoxicity, hits mostly inhibitors | hit rate 0.16% among 390,000 | AID 504648, 2011; also: potency is read from the fitted curve at half-maximal effect; % is scaled to controls: 0 for no effect and ±100 for the full control effect
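Cytotoxicity counterscreen: CellTiter-Fluor fluorescence was measured in A549 ARE_Fluc cells after 18-24 h of compound exposure in a concentration series. The subsequent BugLite luminescent read reports ARE-luciferase activity.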
IL-1B inflam inh – qHTS for Inhibitors of Inflammasome Signaling: IL-1-beta AlphaLISA Primary Screen | activity change, % at 57.5 µM | hit rate 4.7% among 360,000 | THP-1 LPS/ATP IL-1B secretion, AlphaLISA, 16 h; stronger effect = lower value; in the data active = activity change below about -50%; inconclusive = mostly about -30% to -49%; also: % is scaled to controls: 0 for no effect and ±100 for the full control effect
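Secreted IL-1B measured by AlphaLISA bead assay after 16 h compound exposure of THP-1 cells; compounds (final up to 57.5 uM) added 1 h before LPS (250 ng/mL) and ATP (1.25 mM) stimulation; lower signal means less secretion.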
S2 tox – Viability Counterscreen for Primary qHTS for Inhibitors of ATXN expression; hit rate 0.49% among 400,000; S2 cells (HEK-293 line with an ATXN2-luciferase reporter) viability, CellTiter-Fluor protease fluorescence, 24 h; Potency, µM (series often up to 56.7 µM), most hits filed as cytotoxic; also: potency is read from the fitted curve at half-maximal effect; nearly all actives have a fitted effect of over 40% in size
ATXN2 expr inh – Primary qHTS for Inhibitors of ATXN expression; HEK-293 ATXN2-luciferase reporter, luminescence, 24 h; Potency, µM (titrated, usually from 57 µM), without a hit: at the top dose activity change, negative = inhibition, actives largely listed as inhibitors; hit rate 0.72% among 360,000; also: potency is read from the fitted curve at half-maximal effect; % is scaled to controls: 0 for no effect and ±100 for the full control effect; nearly all actives have a fitted effect of over 55% in size
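qHTS (up to 57 uM final) was run with 24 h compound exposure of reporter cells at 37 °C. Each well was multiplexed: SteadyGlo luminescence measured ATXN2-luciferase expression after a fluorogenic Gly-Phe-AFC viability readout (25 uM final).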
HepG2 viability – qHTS for Inhibitors of TGF-b: Cytotox Counterscreen. AID 588856, 2011. HepG2 CAGA-GFP viability, ATP luminescence, 18 h. Potency, µM (top dose mostly 46.1 µM), for the others: at the top dose activity change, negative = cytotoxicity, actives largely listed as cytotoxic. hit rate 0.76% among 410,000; also: potency is read from the fitted curve at half-maximal effect; some results filed as inactive show a strong effect at the top dose
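HepG2 CAGA-GFP cells (1000/well, DMEM with 1% FBS) received compound, then TGF-beta at 500 pg/mL final, and were incubated 18 hours at 37 degrees C. Viability was read by CellTiter-Glo luminescence. Media-only wells were set as complete cell-killing and DMSO as no toxicity.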
Nrf2 inh – Nrf2 qHTS screen for inhibitors; Potency, µM (highest dose often 46 µM), for the others: at the highest dose activity change, negative = inhibition, usual class: inhibitors; A549 ARE-Fluc reporter, luciferase luminescence, 18-24 h; hit rate 2.1% among 360,000; AID 504444, 2011; also: potency is read from the fitted curve at half-maximal effect; % is scaled to controls: 0 for no effect and ±100 for the full control effect; nearly all actives have a fitted effect of over 60% in size
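Cells were seeded and rested 2 h, then exposed to compounds for 18-24 h. CellTiter-Fluor was read first as a viability measure. BugLite was added 15 min before the final luminescent read of ARE-luciferase activity in A549 cells.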
Nrf2 ARE act – qHTS of Nrf2 Activators. AREc32 ARE-luciferase reporter (MCF7-derived line), luminescence, 24 h. Potency, µM (titrated, usually from 46.1 µM), without a hit: at the top dose activation, most hits filed as activators. hit rate 0.31% among 410,000; also: potency is read from the fitted curve at half-maximal effect; % of control where 0% means no effect; nearly all actives have a fitted effect of over 65% in size
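Each well held 1000 AREc32 cells, which were incubated with compound for 24 hr at 37 deg C after overnight attachment, and ARE reporter activity was quantified by firefly luciferase luminescence.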
An asterisk follows results filed as active; i = inactive; ? = inconclusive; . = not tested or not shown; & = joins results of further samples; [ ] = another dose, or the depositor's remark. Unless noted, calls follow the shape of the dose curve; as a rule, active = well fitted curve in the direction sought with a large enough effect; inconclusive = small, poorly fitted or top-dose-only effect, or another doubt; inactive = no such curve, though single readings can be large; an effect the other way counts as inactive or inconclusive. Not a hit list. Share with any hit: about 8.8%.

SMILES	MCF10A rerep	TGFb SMAD3 inh	A549 tox	IL-1B inflam inh	S2 tox	ATXN2 expr inh	HepG2 viability	Nrf2 inh	Nrf2 ARE act
Cc1cc(F)ccc1NC(=O)Cn1c(C)csc1=O	6%	19%	1%	1	i	.	6%	2%	-0.2%
Cc1[nH]c2ccccc2c1C(=O)CCl	10µM*	?	2%	-107*	11µM*	.	-5%	-17%	-0.9%
CCOC(=O)CNc1nc(OCC#N)nc(N2CCOCC2)n1	0%	-7%	4%	-13	i	-22%	6%	-15%	0.5%
COC(=O)CSc1ncnc2scc(-c3ccccc3)c12	0%	20%	2%	2	i	10%	30%	1%	-0.8%
CCCc1cc(=O)[nH]c(SCC)n1	?	-9%	3%	-15	i	-4%	6%	11%	1.9%
COc1ccc(-c2noc(N3CCCC(C(=O)Nc4ccc(C(C)=O)cc4)C3)n2)cc1 (stereo not given)	13%	-18%	-4%	?	i	5%	-24%	-18%	0.3%
CN1CCN(CCCNC(=O)c2ccc(CS(=O)(=O)c3ccc(Br)cc3)o2)CC1	-2%	9%	-2%	22	i	4%	-6%	12%	-0.8%
COc1ccc(C)cc1NC(=O)CCc1c(C)nn(-c2ccc(N3CCCCC3)nn2)c1C	11%	?	7%&-11%	?	i	14%	2%&-30%	21%&18%	0.9%&-0.1%
O=C(COC(=O)Cc1c(Cl)cccc1Cl)Nc1ccccc1-c1ccccc1	16%	2%	-8%	-14	i	-17%	-3%	?	-0.5%
Cc1ccccc1CNC(=O)c1oc2c(c1C)-c1nn(Cc3ccc(Cl)cc3)cc1CC2	.	-7%	2%	.	.	.	-13%	-16%	0.7%
COc1cc2c(cc1OC)C(c1ccc(F)cc1)N(c1ccccc1)C(=O)C2 (stereo not given)	.	10%	1%	.	i	-4%	-13%	-8%	7.4%
COc1cccc(NC(=S)N2CCn3cccc3C2c2cccnc2)c1 (stereo not given)	5%	1%	-1%	-18	i	-14%	-36%	2%	2.8%
COCCNC(=O)c1cc(-c2ccncc2)nc2ccc(S(=O)(=O)N3CCOCC3)cc12	-3%	16%	4%	-4	i	.	5%	1%	0.6%
O=C(CCn1c(=O)oc2ccccc21)Nc1cccc(Cl)c1	6%	1%	1%	-6	?	-19%	-15%	-6%	0.1%
O=C1OCc2nc3cc4c(cc3c(-c3ccc(F)cc3)c21)OCO4	-3%	0%	-3%	0	i	.	7%	-7%	-1.3%
CCc1noc(C)c1C(=O)OC(C)C(=O)c1c(C)[nH]c2ccccc12 (stereo not given)	-1%	1%	11%	-6	i	.	-28%	-17%	6.3%
O=C(COC(=O)CCc1c[nH]c2ccccc12)NCCc1ccccc1	5%	-33%	7%	22	i	-8%	-3%	-15%	0.1%
CCCC1c2ccc(C)n2CCN1C(=O)Nc1ccccc1Cl (stereo not given)	4%	-3%	-2%	-21	?	7%	-1%	?	5.7%
O=C(COC(=O)c1ccc2ccccc2c1)NCc1ccccc1	.	2%	.	21	i	.	11%	.	0.2%
Cc1csc(NC(=O)CSc2nccn2C)n1	4%	0%	0%	14	i	19%	-3%	13%	-0.6%
O=C(NC1CC1)c1ccc(NS(=O)(=O)c2ccccc2)cc1	-3%	-2%	2%	14	i	2%	2%	6%	-0.6%
O=C(O)CCNC1C=CS(=O)(=O)C1 (stereo not given)	-12%	2%	0%	7	i	-7%	0%	-15%	0.0%
O=C(COC(=O)c1cccs1)NCC1CCCO1 (stereo not given)	-1%	20%	-8%	5	i	2%	-5%	2%	0.3%
O=C(OCC1CCCO1)c1ccc2c(c1)N(Cc1ccc(F)cc1)C(=O)c1ccccc1S2(=O)=O (stereo not given)	.	-32%	0%	.	?	-18%	3%	?	4.4%
Fc1ccc(-c2csc(-c3nc(-c4ccc(Br)s4)cs3)n2)cc1	.	-3%	1%	.	i	14%	4%	5%	0.2%

Next part:
SMILES	MCF10A rerep	TGFb SMAD3 inh	A549 tox	IL-1B inflam inh	S2 tox	ATXN2 expr inh	HepG2 viability	Nrf2 inh	Nrf2 ARE act
CCOc1ccc2ccccc2c1/C=N\NC(=O)c1ccc([N+](=O)[O-])cc1	1%	4%	-4%	-1	i	-14%	4%	-28%	0.2%
COc1ccc(Nc2ncnc3c2nc2n3CCCCC2)cc1	.	-7%	12%	.	i	39%[activator]	-2%	117%	0.6%
COc1ccc2cc(C(C)C(=O)NC3CCC(O)CC3)ccc2c1 (stereo not given)	-2%	-3%	0%	-3	i	-13%	10%	-18%	0.0%
COC(=O)c1ccc(NCc2cc(O)ccc2O)cc1	?	?	-5%	-110*	?	?	-24%	10%	?
COc1ccc(OC(=O)c2cc3ccccc3o2)cc1	-3%	-5%	-2%	-3	i	1%	0%	-13%	-0.5%
CCN(CC)S(=O)(=O)c1ccc(-c2nnc(SCC(=O)N3c4ccccc4CC3C)o2)cc1 (stereo not given)	-19%	0%	1%	6	i	?	-2%	-23%	-0.5%
CCCCNS(=O)(=O)CCNCc1ccc(OC)cc1	-47%[inhibitor]	-5%	8%	4	i	0%	-18%	1%	-0.5%
O=c1c2c(n3cnnc3n1C1CCCCC1)-c1ccccc1CC21CCCCC1	-8%	32%[activator]	?	16	i	4%	18%	10%	-0.4%
COc1ccc(N2CCN(S(=O)(=O)c3ccc(F)c(C(=O)Nc4ccccc4Cl)c3)CC2)cc1	.	-6%	?	.	?	-21%	-3%	.	0.4%
Cc1c(CC(=O)N2CCCCC2)c(=O)oc2c(C)c3occ(C(C)(C)C)c3cc12	.	2%	-4%	.	.	.	-20%	5%	-0.5%
CCOC(=O)C1(Cc2ccccc2)CCCN(Cc2cnn(CC)c2)C1 (stereo not given)	0%	12%	11%	-9	i	-9%	7%	11%	-0.7%
CN(CC(=O)NC(=O)Nc1ccccc1F)Cc1ccccc1F	?	-8%	2%	0	i	48%[activator]	-2%	23%	0.6%
COCCN(CCOC)C(=O)c1sc2nc(-c3ccccc3)cn2c1C	?	16%	-4%	12	i	16%	-18%	5%	0.2%
Nc1ccc(C(=O)NNC(=O)C2COc3ccccc3O2)cc1[N+](=O)[O-] (stereo not given)	1%	16%	?	-12	i	-1%	10%	-28%	0.3%
C=CCn1c(-c2cccc(Cl)c2)n[nH]c1=S	-3%	-16%	-8%	21	i	3%	2%	-13%	0.1%
Cc1ccc(NC(=O)CN(C)C(=O)Cc2c[nH]c3ccccc23)cc1	11%	-7%	2%	-3	i	12%	-14%	6%	-0.1%
COc1ccc(NC(=O)C2CCCN(S(=O)(=O)c3c(C)n[nH]c3C)C2)c(OC)c1 (stereo not given)	-1%	-9%	2%	32	i	-3%	-12%	-3%	-0.2%
O=C(NCCc1cccc(Cl)c1)c1cc([N+](=O)[O-])ccc1Cl	-15%	-1%	2%	-14	i	-37%	2%	-12%	4.5%
Cc1cccc(C(=O)Nc2ccc(S(=O)(=O)N3CCOCC3)cc2)c1[N+](=O)[O-]	-6%	0%	-1%	11	i	6%	-17%	-7%	-0.3%
Cc1ccccc1C(=O)N1CC(=O)Nc2ccc(F)cc2C1c1ccccc1 (stereo not given)	14%	0%	2%	31	?	-11%	-14%	4%	0.5%
CCOc1ccc(CCNC(=O)CSc2ncn[nH]2)cc1OCC	2%	-19%	-4%	0	i	3%	-8%	-2%	-0.2%
Clc1ccccc1CNCc1ccncc1	-37%[inhibitor]	-15%	6%	17	i	-10%[11.3 µM]	-25%	?	0.6%
CCC(=O)Oc1ccc2ccccc2c1CNC(=O)c1ccccc1	?	?	?	-20	i	1%	-5%	-17%	3.7%
CCOc1ccc(NC(=O)CN(C)C(=O)Cc2ccsc2)cc1OCC	2%	-1%	0%	2	i	-2%	1%	-17%	-0.3%
COC(=O)CCCC1=CC2=C(c3ccccc3)C(=O)C(C)(OC(=O)C3CCCC3)C(=O)C2=CN1Cc1ccco1 (stereo not given)	?	-8%	-3%	-10	i	8%	-20%	-7%	0.0%

Two successive compounds out of the list so far, for reference:
SMILES	MCF10A rerep	TGFb SMAD3 inh	A549 tox	IL-1B inflam inh	S2 tox	ATXN2 expr inh	HepG2 viability	Nrf2 inh	Nrf2 ARE act
CCOc1ccc(NC(=O)CN(C)C(=O)Cc2ccsc2)cc1OCC	2%	-1%	0%	2	i	-2%	1%	-17%	-0.3%
COC(=O)CCCC1=CC2=C(c3ccccc3)C(=O)C(C)(OC(=O)C3CCCC3)C(=O)C2=CN1Cc1ccco1 (stereo not given)	?	-8%	-3%	-10	i	8%	-20%	-7%	0.0%

Going on with the list:
SMILES	MCF10A rerep	TGFb SMAD3 inh	A549 tox	IL-1B inflam inh	S2 tox	ATXN2 expr inh	HepG2 viability	Nrf2 inh	Nrf2 ARE act
O=C(COc1ccccc1Cl)NCCCNC(=O)c1ccncc1	-2%	-1%	1%	15	i	5%	3%	-3%	-1.0%
CCc1ccc(N2C(=O)CSC23C(=O)N(Cc2cccc(OC)c2)c2ccccc23)cc1 (stereo not given)	.	15%	8%	.	i	-9%	-3%	-19%	-0.9%
Cc1cc(C)c(CN2CCN(C(=O)Cn3cnc(C(=O)Nc4ccc(C)c(C)c4)n3)CC2)c(C)c1	?	16µM*	?	-7	?	?	-99%	?	0.4%
O=c1ccnc(Nc2ccc([N+](=O)[O-])cc2)[nH]1	2%	0%	-5%	34	i	-8%	-12%	-24%	1.8%
Cc1ccc(-c2nc3ncccc3n2O)cc1	-4%	28%	19%	2	i	.	-22%	25%	0.3%
CC(C)N1CCN(Cc2cnc(N3CCCC3)s2)CC1CCO (stereo not given)	0%	-2%	-14%	52	i	22%	2%	1%	0.3%
O=C1CC(NS(=O)(=O)c2cccs2)CN1c1ccc(F)cc1 (stereo not given)	-3%	11%	3%	5	i	7%	5%	5%	-1.0%
